Screening results as filed in PubChem.
GDH-TPI inh – counter-screen for M. tuberculosis FBA inhibitors: GDH-TPI coupled enzymes; inhibition, % at 4.8 µM; AID 588335; GDH-TPI coupled enzyme counterscreen, NADH absorbance; 1.2% of 360,000 active;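 note: 0% = DMSO wells and 100% = wells lacking the enzyme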
BoNT-A LC inh2 – blocks Botulinum neurotoxin A light chain protease. 0.17% of 360,000 active. AID 588499. multiplex microsphere protease substrate cleavage, flow cytometry. inhibition, % at 10 µM; in the data active = inhibition above about 30%; inconclusive = no clear call, values can overlap the other calls; note: plate controls were buffer without enzyme for full effect and enzyme alone for no effect
PrPC surface inh – inhibitors of human cell surface prion protein PrPC; inhibition, % at 13.8 µM; AID 720596; TR-FRET read-out; P04156; 0.43% of 370,000 active; in the data active = inhibition above about 24%; note: 0% = median of the test wells and 100% = reference compound wells
CCHF vOTU inh – CCHFV vOTU protease inhibition | Pep-AMC fluorescence | inhibition, % at 11.5 µM | 0.55% of 370,000 active; note: 0% = vehicle wells with enzyme and 100% = no enzyme wells
Mtb UGM inh – inhibitors of M. tuberculosis UDP-galactopyranose mutase; P9WIQ1; purified UGM, fluorescence polarization probe displacement; 0.06% of 320,000 active; inhibition, % at 10 µM; in the data active = inhibition above about 10%, passing the limit was not always enough; inconclusive = no clear call, values can overlap the other calls
Target sequence (P9WIQ1 whole entry, looked up): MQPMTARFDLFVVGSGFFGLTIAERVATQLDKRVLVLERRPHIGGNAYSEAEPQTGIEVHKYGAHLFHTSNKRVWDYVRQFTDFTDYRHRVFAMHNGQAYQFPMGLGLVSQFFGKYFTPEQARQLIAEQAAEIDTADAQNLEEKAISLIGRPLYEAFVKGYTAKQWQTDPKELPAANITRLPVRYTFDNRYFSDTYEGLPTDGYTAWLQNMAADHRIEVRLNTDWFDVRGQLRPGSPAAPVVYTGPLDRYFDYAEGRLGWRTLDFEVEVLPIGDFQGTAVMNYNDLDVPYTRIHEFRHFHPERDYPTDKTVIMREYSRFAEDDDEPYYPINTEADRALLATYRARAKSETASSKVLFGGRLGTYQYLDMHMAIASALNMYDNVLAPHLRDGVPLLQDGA
BioA inh – BioA (M. tuberculosis) enzyme inhibition; purified M. tuberculosis BioA enzyme, plate reader; inhibition, % at 9.99 µM; 0.096% of 360,000 active; AID 602481; in the data active = inhibition above about 40%; inconclusive = no clear call, values can overlap the other calls
BoNT F protease – blocks Botulinum neurotoxin F light chain protease. 0.22% of 360,000 active. Multiplex microsphere protease cleavage assay, flow cytometry. inhibition, % at 10 µM; in the data active = inhibition above about 35%, passing the limit was not always enough; inconclusive = no clear call, values can overlap the other calls; note: plate controls were buffer without enzyme for full effect and enzyme alone for no effect
FadD28 FP inh – blocks FadD28 binding to the bisubstrate probe; 0.22% of 360,000 active; inhibition, % at 12.5 µM; AID 588549; fluorescence polarization; in the data active = inhibition above about 8.5%, passing the limit was not always enough; inconclusive = no clear call, values can overlap the other calls
Mtb FBA inh – Mtb fructose-bisphosphate aldolase inhibition. P9WQA3. purified M. tuberculosis FBA, fluorescence read-out. inhibition, % at 1 µM. 2.3% of 360,000 active; in the data active = inhibition above about 27%;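 note: 0% = vehicle and 100% = reference inhibitor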
Target sequence (P9WQA3 whole entry, looked up): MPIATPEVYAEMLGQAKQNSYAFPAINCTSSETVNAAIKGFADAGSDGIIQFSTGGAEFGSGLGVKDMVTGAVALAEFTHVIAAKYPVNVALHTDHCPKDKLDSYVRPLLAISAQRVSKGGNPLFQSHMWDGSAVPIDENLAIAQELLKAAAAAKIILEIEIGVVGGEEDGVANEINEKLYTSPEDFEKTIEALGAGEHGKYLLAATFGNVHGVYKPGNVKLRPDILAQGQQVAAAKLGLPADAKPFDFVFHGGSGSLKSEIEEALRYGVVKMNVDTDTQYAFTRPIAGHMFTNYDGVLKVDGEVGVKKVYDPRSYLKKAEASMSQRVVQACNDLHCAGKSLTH
* marks the source's active call; other numbers are inactive results; ? = inconclusive; . = not tested or not shown. Cut-off read from the data, not from the text of the source, unless noted: active = inhibition above about 30%; inactive = the rest.

Values in the order: GDH-TPI inh	BoNT-A LC inh2	PrPC surface inh	CCHF vOTU inh	Mtb UGM inh	BioA inh	BoNT F protease	FadD28 FP inh	Mtb FBA inh
- N/C(=N\OC(=O)N1c2ccccc2Sc2ccccc21)c1ccccc1
 : 5	0.2	7	-1	-0.6	-1.3	-2	-7.9	-2
- Cc1ccc(S(=O)(=O)N2CCCCC2)cc1NC(=O)COC(=O)C1=COCCO1
 : -1	0.7	2	-9	0.3	1.3	-2	-2.9	-1
- O=C(CN1C(=O)C2CC=C(Cl)CC2C1=O)N1CCOCC1 (stereo not drawn)
 : -4	0.6	-8	1	-3.0	-3.4	16	-0.4	7
- Cc1cccc(NC(=O)C(C)N2C(=O)C3C4CC(C(Br)C4Br)C3C2=O)c1 (stereo not drawn)
 : -7	0.3	-4	-6	-1.1	1.6	-4	2.1	2
- O=C1CC(Nc2ccccc2)C(=O)N1CCc1ccccc1 (stereo not drawn)
 : 6	0.0	5	9	-3.1	-6.4	9	0.3	2
- Nc1ncnc2c1ncn2C1O[C@H](CO)[C@@H](O)[C@@H]1O (stereo partly drawn)
 : 9	0.6	7	3	0.0	1.6	7	-0.8	4
- Cc1cc(C)cc(NC(=O)N2c3ccccc3NC(=O)CC2C)c1 (stereo not drawn)
 : 15	-0.7	11	-10	1.7	0.5	3	-0.5	-2
- O=C(Cc1cccc2ccccc12)Nc1cc(C(=O)O)cc(C(=O)O)c1
 : -1	-1.7	-1	14	-2.6	-1.4	-17	-4.8	-2
- O=C1NC(=Nc2ccc(O)cc2)S/C1=C/c1ccco1
 : 23	-0.7	-16	5	-0.2	-0.2	-3	0.2	-2
- O=C(CSc1ncnc2sc3c(c12)CCCC3)c1ccccc1
 : 1	0.2	-4	8	0.2	-1.4	4	-0.6	-4
- CCCCOc1ccc(C(=O)N2CCCC2)cc1
 : 6	?	4	-10	2.4	0.5	-1	0.3	-2
- O=S(=O)(Nc1ccc(-c2nnc(SCc3ccc(Cl)cc3)o2)cc1)c1ccccc1
 : 10	-0.3	-2	13	0.1	.	-4	-0.3	2
- CC(C)(C)C(=O)Oc1cc(N)n(S(=O)(=O)c2ccccc2)n1
 : 3	0.6	-5	1	0.1	-1.1	3	0.5	1
- Cc1cccc(C)c1-n1nnnc1-c1nc2ccccc2[nH]c1=O
 : .	1.0	1	17	.	.	-5	.	.
- CC(C)(C)OC(=O)N[C@H](C(=O)OC(C)(C)C)c1ccc2ccccc2c1
 : 14	0.1	4	-1	1.0	-0.7	1	-1.2	6

Next section, starting with the last 2 of the part before.
Values in the order: GDH-TPI inh	BoNT-A LC inh2	PrPC surface inh	CCHF vOTU inh	Mtb UGM inh	BioA inh	BoNT F protease	FadD28 FP inh	Mtb FBA inh
- Cc1cccc(C)c1-n1nnnc1-c1nc2ccccc2[nH]c1=O
 : .	1.0	1	17	.	.	-5	.	.
- CC(C)(C)OC(=O)N[C@H](C(=O)OC(C)(C)C)c1ccc2ccccc2c1
 : 14	0.1	4	-1	1.0	-0.7	1	-1.2	6
- CCN(CC(=O)NCc1cccs1)C(=O)CCC(=O)c1ccc(F)cc1
 : -6	0.1	3	1	-3.9	.	-5	-4.8	-1
- CCN1C(=O)/C(=C2\SC(=S)N(NC(=O)c3ccccc3O)C2=O)c2ccccc21
 : 9	0.2	1	0	3.2	.	-3	-1.3	4
- CC(=O)Nc1cccc(-c2csc(Nc3ccc(Cl)cn3)n2)c1
 : 1	-0.6	7	-3	-0.3	.	0	-1.8	1
- COc1cccc(/C=N/Nc2snc(SC)c2C#N)c1
 : 24	0.6	6	14	1.5	.	-2	-0.8	1
- COc1cc(NC2CCCCC2O)c2nc(-c3ccc(Cl)cc3)ccc2c1 (stereo not drawn)
 : 3	-2.7	39*	24	-0.1	-0.4	-12	0.8	4
- O/N=C/c1cn(-c2ccccc2)nn1
 : 8	-0.4	3	-15	0.9	.	4	0.4	5
- O=c1cc(S(=O)(=O)Cc2ccccc2)[nH]c(=O)[nH]1
 : -4	0.3	-2	1	.	-0.4	1	-2.2	-3
- Cn1ccc2c(-c3cccc4ccccc34)cc3c(c21)C1CCC3O1 (stereo not drawn)
 : .	0.0	-5	-14	.	-0.3	6	-0.2	58*
- COc1ccc(Cl)cc1NC(=O)CCN1CCN(C)CC1
 : -2	0.1	2	6	-0.5	7.8	-3	3.0	2
- CCc1cc(CNC(=O)C2CCC(=O)N(Cc3cccc(F)c3)C2)on1 (stereo not drawn)
 : -6	0.0	0	2	2.8	-0.8	-4	-3.9	-3
- COc1cc(NCC(=O)Nc2cccc(S(=O)(=O)N3CCCCC3)c2)cc(OC)c1OC
 : 17	2.7	-3	-1	0.1	13	-14	0.0	2
- CCN(CC)c1ccc(N2C(=NC(=O)C3CCCO3)SC3CS(=O)(=O)CC32)cc1 (stereo not drawn)
 : -1	1.8	6	-1	-3.2	.	3	-1.7	0
- CC1(C)OC(=O)C(=CNc2ccccc2)C(=O)O1
 : 17	6.4	7	10	1.3	-0.2	4	-3.4	-4
- Cc1nc2sc(C(=O)c3ccccc3)c(N)c2c2c1CCCC2
 : 14	3.6	-9	2	-1.4	.	5	0.7	-4
- Cc1ccc[n+](C(C)C(=O)Nc2ccc(C)c([N+](=O)[O-])c2)c1 (stereo not drawn)
 : 6	-0.2	-4	-7	1.5	19	2	-2.6	1

Overlap with the part before: 3 compounds, then new ones.
Values in the order: GDH-TPI inh	BoNT-A LC inh2	PrPC surface inh	CCHF vOTU inh	Mtb UGM inh	BioA inh	BoNT F protease	FadD28 FP inh	Mtb FBA inh
- CC1(C)OC(=O)C(=CNc2ccccc2)C(=O)O1
 : 17	6.4	7	10	1.3	-0.2	4	-3.4	-4
- Cc1nc2sc(C(=O)c3ccccc3)c(N)c2c2c1CCCC2
 : 14	3.6	-9	2	-1.4	.	5	0.7	-4
- Cc1ccc[n+](C(C)C(=O)Nc2ccc(C)c([N+](=O)[O-])c2)c1 (stereo not drawn)
 : 6	-0.2	-4	-7	1.5	19	2	-2.6	1
- CCOC(=O)C(NC(=O)c1ccc(OC)cc1)(N1CCOCC1)C(F)(F)F (stereo not drawn)
 : 2	0.3	8	-1	-2.5	.	3	-4.3	0
- CC(C)(C)SC(=O)CC1NS(=O)(=O)OCC1NC(=O)OCC(Cl)(Cl)Cl (stereo not drawn)
 : 2	0.0	6	15	-2.4	-0.5	3	-3.7	-2
- COc1ccc(N2CCN(C(=O)COC(=O)[C@@H](NC(=O)c3c(F)cccc3F)C(C)C)CC2)cc1
 : -4	0.6	-3	13	.	-2.3	2	-4.2	-3
- C/C(=N/NC(=O)C1CCCCC1)c1ccc([N+](=O)[O-])cc1
 : 3	-0.2	8	-2	0.0	.	-2	-2.0	-3
- O=C1CN(C(=O)c2ccccc2[N+](=O)[O-])C(c2ccccc2)c2cc(Br)ccc2N1 (stereo not drawn)
 : 5	-1.8	7	2	0.4	1.3	-6	-1.1	-3
- Nc1c(NCc2ccccc2)c(=O)[nH]c(=O)n1Cc1ccccc1
 : 16	-0.3	.	.	-0.6	-11	-6	-2.3	8
- Cc1ccccc1Cn1nc(C)c(NC(=O)c2noc3c2CCc2ccccc2-3)c1C
 : 3	-0.4	1	-5	1.6	-2.4	-13	-1.8	-3
- COc1cc(NC(=O)c2ccc3c(c2)OCCO3)ccc1NC(=O)c1ccccc1Cl
 : 1	0.2	-3	0	1.2	-1.7	-4	-3.9	-3
- Nc1nc2ccc(NC(=O)c3ccco3)cc2s1
 : 11	-0.4	0	-9	-0.1	-1.2	-2	2.6	-3
- CC1(C)C(c2ccccn2)=[N+]([O-])C(C)(C)N1O
 : -6	-0.5	-5	4	-1.5	-1.9	-2	-3.0	-7
- CCN(CC(=O)Nc1ccccc1OC)CC(=O)Nc1ccccc1C(F)(F)F
 : 4	-0.9	3	-7	-0.5	.	-7	-1.4	0
- CCCCN(C)C(=O)Cn1cnc2sc(C)cc2c1=O
 : 1	-0.2	9	-1	.	-0.5	-6	-1.2	-1
- CC(=O)OC1CCC2(C)C(CCC3C2CC(=O)C2(C)C3CC(N3CC3)C2C(C)=O)C1 (stereo not drawn)
 : 8	0.3	-1	10	.	.	-13	-3.6	4
- COc1ccc(NC(=O)CN(C)C(=O)c2ccc(-c3cccc(C(F)(F)F)c3)o2)cc1
 : 9	-1.5	4	15	-0.7	0.0	-5	-3.5	-2
- CC(=O)NCc1ccc(C(=O)CCl)cc1
 : -3	0.2	6	9	1.5	0.1	-2	-2.2	4

2 compounds from above with just Mtb FBA inh.
SMILES | Mtb FBA inh
CCOC(=O)C(NC(=O)c1ccc(OC)cc1)(N1CCOCC1)C(F)(F)F (stereo not drawn) | 0
CC(C)(C)SC(=O)CC1NS(=O)(=O)OCC1NC(=O)OCC(Cl)(Cl)Cl (stereo not drawn) | -2

More compounds follow.
SMILES | GDH-TPI inh | BoNT-A LC inh2 | PrPC surface inh | CCHF vOTU inh | Mtb UGM inh | BioA inh | BoNT F protease | FadD28 FP inh | Mtb FBA inh
Cc1cc2[nH]c(=O)c(=O)[nH]c2cc1S(=O)(=O)Nc1cccc(Cl)c1 | 17 | -1.3 | -1 | 17 | 1.6 | -0.9 | -8 | -6.2 | 1
Cn1c(N)c(C(=O)COC(=O)c2ccc(C(F)(F)F)cc2)c(=O)n(C)c1=O | -7 | 0.4 | 3 | 2 | 3.2 | -0.1 | -4 | -3.2 | -2
CC1CCCN(C(c2cccs2)c2nnnn2Cc2ccccc2)C1 (stereo not drawn) | 2 | -3.3 | 16 | 8 | 0.1 | 0.9 | -35 | -5.4 | 7
O=C(c1ccc2c(c1)C(=O)N(Cc1ccco1)C2=O)N1CCOCC1 | -9 | -4.8 | -4 | 4 | 1.3 | -1.8 | -5 | 0.3 | 0
O=C(Cn1cc(SCc2ccc(Cl)cc2)c2ccccc21)N1CCOCC1 | 14 | -0.3 | 3 | 6 | . | -0.2 | 7 | 0.2 | -2
C=CCNC(=O)Cn1c(=O)c2c(ncn2CCC(C)C)n(Cc2ccccc2)c1=O | -3 | -0.5 | 3 | -5 | 1.8 | 3.1 | -1 | -1.5 | 2
Cc1ccccc1OCCOC(=O)c1c(-c2ccccc2)noc1C | -5 | 1.2 | 6 | 15 | -1.1 | -0.3 | 0 | -3.5 | -3
OCCC1CN(Cc2cc3ccccc3o2)CCN1Cc1ccc(F)cc1 (stereo not drawn) | 3 | -0.9 | 1 | -1 | 2.1 | 2.6 | -26 | -0.9 | 1
CCOC(=O)CCc1cnccc1-c1cccc(OC)c1O | 3 | -0.8 | 7 | 11 | 0.8 | 1.5 | -2 | -2.7 | 0
Cc1nnc(SCc2ccccc2)n(N)c1=O | -10 | 5.3 | 5 | 7 | -1.4 | -1.4 | 5 | -1.3 | 6
Cc1ccc(NS(=O)(=O)c2cc(C(=O)N(C)C)ccc2C)cc1C | 4 | 0.8 | 4 | 1 | . | . | 8 | 0.4 | 4
NCC[C@H](O)C(=O)N[C@@H]1C[C@H](N)[C@@H](O[C@H]2O[C@H](CN)[C@@H](O)[C@H](O)[C@H]2O)[C@H](O)[C@H]1O[C@H]1O[C@H](CO)[C@@H](O)[C@H](N)[C@H]1O | -7 | -0.1 | -4 | -3 | . | -0.6 | -7 | -3.0 | 0
CCOc1ccc(NC(=O)CN(C)C(=O)C2CCCO2)cc1OCC (stereo not drawn) | 5 | -0.5 | -8 | -4 | . | -1.0 | -5 | 0.4 | 2
Cc1ccc(Cl)cc1N1CCN(CC(O)COCc2ccco2)CC1 (stereo not drawn) | 3 | 0.0 | 5 | -10 | -3.3 | . | 1 | -1.0 | 0
COc1ccc(OC)c(S(=O)(=O)Nc2ccccc2C(=O)O)c1 | -5 | 0.7 | 5 | -2 | 3.5 | -0.3 | 5 | -1.8 | 1
CC(N=Cc1cccc(O)c1O)c1ccccc1 (stereo not drawn) | -4 | 0.5 | . | . | 0.0 | 1.1 | -1 | 4.9 | 0
OC(COC(c1ccccc1)c1ccccc1)CN1CCc2ccccc2C1 (stereo not drawn) | 5 | 0.7 | 3 | 22 | -2.6 | 3.8 | 1 | -2.5 | 1
